# S3 lipid droplet: qHTS Assay for Lipid Storage Modulators in Drosophila S3 Cells; Drosophila S3 cells, BODIPY lipid droplet fluorescence, 18-24 h; cells fed with added oleic acid; 320,000 compounds, 0.64% hits; lipid storage change, negative = inhibition, % at the top dose, mostly 46.1 µM; hits show Potency in µM; active = well fitted inhibition curve with a large enough effect in the signal ratio, with a control signal flat, not every such curve was filed as active; inconclusive = small, poorly fitted or top-dose-only effect, or effect the other way, or a change in a side signal; the % refers to the signal ratio
#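 Laser-scanning cytometry quantifies lipid droplet accumulation (500–530 nm total intensity; droplet/cell object ratio) in oleic acid-fed (400 uM added) Drosophila S3 cells treated with a concentration series. 20 uM Triacsin C defined 100% inhibition.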
# S3 lipid droplet cell count max: also measured in S3 lipid droplet; calls as there; cell number change, %; measured here: cell count max response;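 cells counted by Cell Tracker Red CMTPX staining in the red channel; peak over a dose series mostly up to 46.1 µM; percent activity relative to internal control wells on each plate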
# Starred values were filed as active, the others as inactive; i = inactive; ? = inconclusive; nt = not tested or not shown; [ ] = dose if it differs, or a comment. % is set by controls: 0 for no effect and ±100 for the full control effect; potency is the fitted concentration of half-maximal effect.
structure | S3 lipid droplet | S3 lipid droplet cell count max
CCCNc1ncnc2c1cnn2-c1ccc(OC)cc1 | 1% | 2
COc1ccc(/C=C2\N=C(SC)N(C)C2=O)cc1 | 8% | 5
Cc1ccccc1CNS(=O)(=O)c1c(C(=O)N2CCCCC2)c(C)n(C)c1C | i | 0
CCOC(=O)c1ccc(NC(=O)NCc2cccnc2)cc1 | -9% | 20
C=CCN(CC(=O)NC1CCCC1)C(=O)C(=O)Nc1ccc2c(c1)OCCO2 | ? | nt
COc1ccc(CC(=O)NCc2nnc(SCC(=O)Nc3cccc(F)c3)n2C)cc1 | 13% | 22
CCCCN(C(=O)c1ccc(S(=O)(=O)N(C)C)cc1)c1ccccc1 | 1% | -3
O=C(CCN1C(=O)c2ccccc2C1=O)Nc1ccc(-c2cn3ccsc3n2)cc1 | ? | nt
CN1C(=O)N(C)C2(CC1(C)C)CC(C)(C)N(C)C(=O)N2C | -4% | 4
Cc1ccc(OCc2cc(C(=O)Nc3ccccc3)oc2C)cc1 | 1% | 2
COc1ccccc1OCc1cc(C(=O)N2CC3C[C@@H]4CC2C[C@H](C3)C4)no1 | ? | nt
O=C(Cc1ccc2c(c1)OCCO2)N1CCN(S(=O)(=O)c2cccc(Cl)c2Cl)CC1 | ? | nt
COc1cc(CC(=O)N(C)CC(=O)Nc2cc(C)ccc2C)cc(OC)c1OC | ? | nt
COc1ccccc1NC(=O)c1ccccc1NC(=O)c1cc(Cl)ccc1NC(=O)c1ccco1 | -11% | -7
CC(C)(CO)Nc1nc(Cl)nc(NC2CCCCC2)n1 | -15% | -8
CCCCCCCCOC(=O)C[N+](C)(C)C/C=C(/C)Cl | 10% | 5
N/C(CSc1nc(-c2ccccc2)c(-c2ccccc2)o1)=N\O | ? | nt
COc1ccc(CNc2n[nH]c(NCc3ccc(OC)c(OC)c3)n2)cc1OC | ? | nt
CC(C)n1cnc2c(Nc3cccc(Cl)c3)nc(NCCCO)nc21 | -22% | 1
CCNC(=O)CC1C(=O)N(c2ccc(F)cc2)C(=O)N1Cc1ccc(OC)cc1 (centres undefined) | ? | nt
CCOC(=O)N1CCN(S(=O)(=O)c2ccc(OC)c(C(=O)N3CCCCC3)c2)CC1 | i | -7
Cc1nn(C(C)C(=O)c2cccc(Cl)c2)c(C)c1[N+](=O)[O-] (centres undefined) | ? | nt
CCC(CC)NC(=O)c1ccc(NS(=O)(=O)c2ccc3[nH]c(=O)[nH]c3c2)cc1 | ? | nt
O=C(N/N=C/c1ccc(OC(=O)c2ccccc2)c([N+](=O)[O-])c1)c1ccc(O)cc1 | ? | nt
Cc1ccc(-n2nc(-c3cccs3)cc2C(=O)NCC2CCCO2)c(C)c1 (centres undefined) | ? | nt
CC(=O)N1CCOc2ccc(S(=O)(=O)N3CCC(C(=O)Nc4ccc(C)cc4C)CC3)cc21 | i | -18
CCCCN(C(=O)Nc1ccc(Cl)cc1)C1CCN(C(C)=O)CC1 | 4% | 11
CCN(C=NC1=NN(c2cccc(C(F)(F)F)c2)CC1)CC | ? | nt
CCN(CC)C(=O)OCCc1cc2ccccc2c(=O)o1 | ? | nt
O=C(COc1ccc(Cl)cc1)Nc1ccccc1CO | 12% | 3
Cc1ccc2[nH]c(-c3ccccc3)c(CN3CCCC3)c(=O)c2c1 | -7% | -7
CC(=O)C(=Cc1cn(-c2ccccc2)nc1-c1ccccc1)C(C)=O | ? | nt
O=C(CN1C(=O)NC2(CCCC2)C1=O)N1CCN(S(=O)(=O)c2ccc(Cl)cc2)CC1 | -12%[9.22 µM] | -5
COc1ccc(CCNC(=O)CN2C(=O)c3ccccc3S2(=O)=O)cc1 | 1% | 9
COc1ccc(S(=O)(=O)Cc2ccc(C(=O)NCc3ccc(C)cc3)o2)cc1 | i | -3
CC1CCN(CC(=O)Nc2ccc(Br)cc2[N+](=O)[O-])CC1 | ? | nt

# Grouped by structure: those above with a furan ring, fused or not
structure | S3 lipid droplet | S3 lipid droplet cell count max
Cc1ccc(OCc2cc(C(=O)Nc3ccccc3)oc2C)cc1 | 1% | 2
COc1ccccc1NC(=O)c1ccccc1NC(=O)c1cc(Cl)ccc1NC(=O)c1ccco1 | -11% | -7
COc1ccc(S(=O)(=O)Cc2ccc(C(=O)NCc3ccc(C)cc3)o2)cc1 | i | -3

# (listing goes on)
structure | S3 lipid droplet | S3 lipid droplet cell count max
Cc1nc2c(-c3ccccc3)c(C)nn2c(SCC(N)=O)c1Cc1ccccc1 | -7% | -10
CN(CCO)c1cc(Sc2nc3ccccc3s2)c2nonc2c1[N+](=O)[O-] | ? | nt
CCOC(=O)N1CCN(c2nc(C)c3c(n2)CC(C)CC3=O)CC1 (centres undefined) | ? | nt
O=C(Cn1cc2c(n1)CCCC2)NCc1cccnc1 | 23% | -2
COCCNC(=O)c1ccc2c(c1)ncn2-c1ccc(F)c(F)c1 | -12% | -26
CN(CC(=O)Nc1ccccc1Br)C(=O)c1ccccc1OCc1ccc(F)cc1 | ? | nt
CCOc1cc(-c2ccc3c(c2)OCO3)cc(=O)c2c(C)oc(C)c12 | i | -26
Cn1c(=NC(=O)CSCC(=O)N2CCOCC2)sc2ccccc21 | i | nt
COC(=O)c1c(C#N)c(N)nc2c1CCCC2 | -8% | -25
O=c1cc(O)c(-c2cccc(Cl)c2)c(Cl)[nH]1 | ? | nt
Cc1c(OCC(=O)N(C)C)ccc2c3c(c(=O)oc12)CCCCC3 | ? | nt
CCOc1ccccc1-c1nc(SCC(=O)O)n[nH]1 | -14% | -11
COc1cccc(NC(=O)CC2C(=O)NCCN2C(=S)Nc2ccc(F)cc2)c1 (centres undefined) | ? | nt
Cn1ccnc1C(O)(c1ccccc1)c1nccn1C | -1% | 7
O=C1NC(=O)[C@@H]2C3c4ccccc4C=CN3[C@H](C(=O)c3cccs3)[C@H]12 (some centres undefined) | 11% | -6
CC(C)Cn1c(CCCNC(=O)c2ccc(F)cc2)nc2ccccc21 | ? | nt
O=S1(=O)CCN(Cc2ccc(Cl)c(C(F)(F)F)c2)CC1 | ? | nt
O=Cc1sc([O-])nc1-[n+]1ccc2ccccc2c1 | 10% | 5
Cc1nn(-c2cccc(Cl)c2)c(Cl)c1/C=N/NC(=O)c1cccnc1 | ? | nt
COC(=O)Cc1ccc(NC(=S)NC(C)(C)C)cc1 | ? | nt
O=C1CC(c2cccc(Cl)c2)CC(O)=C1C=NCCCO (centres undefined) | i | nt
CC(=C1C(=O)c2ccccc2C1=O)N1CCN(c2ccccn2)CC1 | ? | nt
Cc1cc2c(=O)n(C)c(SCC(=O)Nc3cccc(F)c3)nc2s1 | ? | nt
O=C(NCc1cccnc1)c1cccc(S(=O)(=O)Nc2cccc(Cl)c2)c1 | ? | nt
COc1ccc(CCNS(=O)(=O)c2cccs2)cc1 | i | -2
NC(=O)c1ccc(NC(=O)COC(=O)c2ccc(Cl)nc2)cc1 | ? | nt
O=C(CC1C(=O)NCCN1C(=O)c1ccc(F)cc1)OCc1ccccc1 (centres undefined) | ? | nt
Cc1ccc(S(=O)(=O)CCC(=O)NCc2ccccc2)cc1 | ? | nt
CCn1c(C)c(C)c2cc(C(=O)Nc3cccc(Cl)c3)ccc21 | -20% | 6
COc1ccc(Cc2noc(CN3CCNC(=O)CC3)n2)cc1OC | -3% | -8
C(=N\Nc1nc(-c2ccccc2)cs1)/c1cccs1 | ? | nt
CCC(c1nnc(SCC(=O)Nc2cc(C)on2)o1)N(C)C (centres undefined) | ? | nt
COc1ccc(C(=O)c2cc3c(cc2[N+](=O)[O-])OCCO3)cc1 | 5% | 13
O=C(OCCCc1cc2ccccc2c(=O)o1)c1ccc2c(c1)OCO2 | 1% | -12
COCCNC(=O)/C(C#N)=C/c1ccc(OC(=O)c2cccs2)c(OC)c1 | ? | nt
Cc1cc(C)cc(OCC(=O)OCC(=O)c2c(N)n(C)c(=O)n(C)c2=O)c1 | ? | nt
c1csc(-c2nn3c(-c4ccncc4)nnc3s2)c1 | ? | nt
Cc1ccc(S(=O)(=O)N2CCOC2CNC(=O)C(=O)NCCCc2ccccc2)cc1 (centres undefined) | ? | nt
CCCCN(Cc1cc2ccccc2[nH]c1=O)C(=O)c1ccccn1 | ? | nt
O=C(NCCOC(=O)c1ccccc1)c1ccc([N+](=O)[O-])cc1 | ? | nt
O=C1c2ccccc2C(=O)N1Cc1nc2ccccc2c(=O)n1CCCN1CCOCC1 | ? | nt
CS(=O)(=O)N(CC(=O)Nc1ccc2c(c1)OCCO2)Cc1ccccc1 | 21% | nt
Cc1cc(C)cc(-n2c(O)c(C=NC3CCS(=O)(=O)C3)c3ccccc3c2=O)c1 (centres undefined) | -17% | -15
Nc1c(N(CCO)C(=O)C2CCCCC2)c(=O)[nH]c(=O)n1Cc1ccccc1 | 9% | -1
Cc1cc2c(c(=O)o1)C(CC(C)C)C(C#N)=C(N)O2 (centres undefined) | 13%[9.22 µM] | nt
COc1cc(/C=N/OCC(=O)NC2CCCCC2C)ccc1OCc1ccc(Cl)cc1 (centres undefined) | ? | nt
CCOC(=O)C1CCN(c2c(N3CCCC(C(=O)OCC)C3)c(=O)c2=O)CC1 (centres undefined) | 23% | 12
CC1(C)CC2CC(C)(CN2C(=O)c2ccc([N+](=O)[O-])cc2[N+](=O)[O-])C1 (centres undefined) | ? | nt
Cc1cc(C)c(S(C)(=O)=O)c(N(C)NC(=O)c2c(F)cccc2F)n1 | ? | nt
Cc1oc(-c2cccs2)nc1CN1CCN(C(C)C)C(CCO)C1 (centres undefined) | ? | nt
c1ccc(C[C@H]2CNCCN2CCCCC2CCCCC2)cc1 | ? | nt
COc1ccccc1-c1cc(C(F)(F)F)nc(S(C)(=O)=O)n1 | ? | nt
CCOC(=O)C1CCN(Cc2cnc(Oc3ccc(OC)cc3)s2)CC1 | 1% | -12
O=C(COC(=O)c1nc(Cl)ccc1Cl)NCc1cccs1 | 4%[0.0737 µM] | 0
c1ccc2cc(-c3cc4ccccn4c3)ccc2c1 | -5% | 12
CC1(C)CC(=O)CC(=O)/C1=N\Nc1c(Cl)cc(Cl)cc1Cl | 1% | -8
COc1ccccc1OCCSc1nnc(CNC(=O)c2ccco2)n1C | i | nt
CCCCC(=O)NC(=S)Nc1c(C)cc(Br)cc1C | ? | nt
CC(C)CN(CC(C)C)C(=O)COc1ccccc1C(N)=O | ? | nt
O=C(O)C1CCc2sc3[nH]c(=S)n(-c4ccccc4)c(=O)c3c21 (centres undefined) | -6% | nt

# (continued)
structure | S3 lipid droplet | S3 lipid droplet cell count max
Cn1nc([N+](=O)[O-])c(C(C#N)c2ccccn2)c(Cl)c1=O (centres undefined) | -2% | 16
CC1C=CCC2C(=O)N(c3ccc(OC(=O)c4ccco4)cc3)C(=O)C12 (centres undefined) | ? | nt
COc1ccccc1OCCn1cc(C=O)c2ccccc21 | 4% | 1
Cc1cc(NC(=O)CSC2=NS(=O)(=O)c3cc(F)ccc3N2)no1 | ? | nt
COc1ccc(-c2cc(C(F)(F)F)c3c(n2)sc2c(O)cc(=O)[nH]c23)c(OC)c1 | ? | nt
N#C/C(=N\Nc1ccc(S(=O)(=O)N2CCOCC2)cc1)C(N)=S | ? | nt
Cc1csc(=Nc2ccccc2)n1CCCN1CCCC1=O | ? | nt
Cc1cc(C)c2[nH]c(=O)c(C(c3nnnn3CC3CCCO3)N3CCCC(C)C3)cc2c1 (centres undefined) | ? | nt
CC(=O)c1cccc(NC(=O)N2CCC(c3ccc(C)cc3)C2)c1 (centres undefined) | 0% | 13
Nc1ccc(-c2cn3cccnc3n2)cc1 | ? | nt
CCOc1cc(/C=N/NC(=O)c2cccnc2)ccc1OCC(N)=O | -5% | -6
O=C(N/N=C/c1cccs1)c1cc(-c2cccc3ccccc23)n[nH]1 | -13% | -10
COc1ccc(CCNC(=O)CNCC2CCCO2)cc1OC (centres undefined) | ? | nt
Cc1cc(NC(=O)CS(=O)(=O)c2ccc(F)cc2)no1 | i | nt
CCN(CC)c1ccc2c(Cl)cc(=O)oc2c1 | ? | nt
Oc1c(C2=NCCNC(C(F)(F)F)=C2)ccc2ccccc12 | ? | nt
CCCn1ncc(CN2CCC(n3nccc3NC(=O)c3ccccc3Cl)CC2)c1C | 1% | 4
COc1ccc(NC(=O)Nc2cccc(C(F)(F)F)c2)cn1 | ? | nt
Cc1ccnc(NC(=O)c2ccc(S(=O)(=O)N3CCC(C)CC3)cc2)c1 | ? | nt
COc1ccc(N2CCN(S(=O)(=O)CCNC(=O)c3ccc(Br)o3)CC2)cc1 | -8% | 0
CC(C)(C)n1nnnc1C(c1cccs1)N(Cc1ccc(Cl)cc1)CC1CCCO1 (centres undefined) | ? | nt
Cc1ccc(-n2c(COc3ccccc3)n[nH]c2=S)cc1 | ? | nt
CC(C)(C)c1nnc(SCC(=O)c2ccccc2)n(N)c1=O | 18% | 1

# Random excerpt: 5 entries already listed, in no set order.
structure | S3 lipid droplet | S3 lipid droplet cell count max
CCN(CC)c1ccc2c(Cl)cc(=O)oc2c1 | ? | nt
CC(C)(C)c1nnc(SCC(=O)c2ccccc2)n(N)c1=O | 18% | 1
Cc1ccnc(NC(=O)c2ccc(S(=O)(=O)N3CCC(C)CC3)cc2)c1 | ? | nt
COc1ccc(NC(=O)Nc2cccc(C(F)(F)F)c2)cn1 | ? | nt
COc1ccc(CCNC(=O)CNCC2CCCO2)cc1OC (centres undefined) | ? | nt

# Source: PubChem (National Center for Advancing Translational Sciences (NCATS))

# Some of the compounds tested; the hit share may differ from the screen's.
